# Casp1 inh – allosteric or competitive inhibitors of human caspase-1. 75,000 tested, 0.03% active. Caspase-1 enzyme, Ac-WEHD-AFC fluorogenic rate. Potency, µM (series often up to 57.5 µM), inactives show top-dose activity change, negative = inhibition, hits mostly inhibitors. AID 900. P29466;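 note: potency is the fitted concentration of half-maximal effect; plate controls were vehicle for no effect and no substrate for full effect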
# HADH2 inh – blocks human hydroxyacyl-CoA dehydrogenase type II; 73,000 tested, 3.4% active; recombinant HADH2, NADH fluorescence, beta-hydroxybutyryl-CoA; Potency, µM (highest dose often 57.1 µM), for the others: at the top dose activity change, negative = inhibition, usual class: inhibitors; AID 886; Q99714; note: potency is the fitted concentration of half-maximal effect; % is set by controls: 0 for no effect and ±100 for the full control effect; nearly all actives have a fitted effect of over 60% in size; many of its hits are not listed in these tables
#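 20 nM HADH2 + cpd, 15 min RT; add 1 mM NAD+/90 uM beta-hydroxybutyryl-CoA; kinetic fluorescence 360/450 nm, 4 min. Tris-HCl pH 9.0, 0.01% Tween-20.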
# Rhodamine autofl – rhodamine region autofluorescence; 59,000 tested, 0.05% active; Rhodamine-region fluorescence, 547/598 nm, Tris buffer; active compounds read high; AID 594; max dye-equivalent concentration, M; in the data active = max dye-equivalent concentration above about 11 nM; inconclusive = between about 1.1 nM and that limit
#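 qHTS spectral profiling of compounds without any target or enzyme present, in pH 8.0 Tris buffer; plates were read after a 15-minute room-temperature incubation using the rhodamine-region filter set.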
# ERK AVP inh – vasopressin-driven ERK pathway inhibition; HEK293-V1b, vasopressin-stimulated pERK AlphaScreen; Potency, µM (top dose mostly 57.5 µM), inactives show at the top dose activity, negative = inhibition, hits mostly inhibitors; 72,000 tested, 0.99% active; AID 995; note: potency is the fitted concentration of half-maximal effect; % is set by controls: 0 for no effect and ±100 for the full control effect; nearly all actives have a fitted effect of over 55% in size
#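 HEK293 cells stably expressing V1b receptor, preincubated 30 min at 37 °C with compound, then stimulated 5 min with 25 nM vasopressin. Phospho-ERK by AlphaScreen SureFire after 5 h RT; normalized to DMSO and vasopressin; AC50 by Hill fit.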
# Luciferase inh – blocks Photinus pyralis firefly luciferase activity; AID 411; purified firefly luciferase, luminescence, 8 min; 72,000 tested, 2.2% active; Potency, µM (titrated, usually from 57.1 µM), for inactives: at the highest dose activity change, negative = inhibition, most hits filed as inhibitors; note: potency is the fitted concentration of half-maximal effect; % is set by controls: 0 for no effect and ±100 for the full control effect; nearly all actives have a fitted effect of over 40% in size
#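 Inhibition of light generation by firefly luciferase from ATP and luciferin was profiled with concentration-response curves per sample, ATP held at 10 uM within the enzyme's linear range. Plates were read by luminescence after an 8-minute ambient incubation.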
# USP2a inh – blocks human ubiquitin-specific protease USP2a. Potency, µM (series often up to 38.3 µM), without a hit: at the top dose activity change, negative = inhibition, hits mostly inhibitors. AID 927. 60,000 tested, 0.1% active. USP2a enzymatic assay, qHTS inhibition. O75604;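 note: potency is the fitted concentration of half-maximal effect; nearly all actives have a fitted effect of over 60% in size; plate controls were DMSO for no effect and NEM full inhibition control for full effect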
#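 Inhibition is measured in a cell-free coupled assay with 20 nM USP2 core, 20 nM Ub-PLA2 and 20 uM NBD C6-HPC, 2.5 h incubation. Activity normalized to NEM control.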
# HEK293 cAMP cs – parental HEK293 cAMP activation (counter-screen) | parental HEK293 CNG cAMP sensor, membrane potential fluorescence | Potency, µM (series often up to 57.1 µM), for inactives: at the highest dose activation, usual class: activators | 73,000 tested, 2.5% active; note: potency is the fitted concentration of half-maximal effect; % of control where 0% means no effect; nearly all actives have a fitted effect of over 55% in size
#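 Parental HEK 293 cells stably expressing a cAMP-gated CNG channel were loaded with membrane potential dye containing 100 uM RO 20-1724 for 60 min. Compound added for 30 min; depolarization read as fluorescence intensity at 590 nm.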
# Tau filament bind – tau filament binding; P10636; recombinant tau filaments, thioflavin S fluorescence, 15 h; filaments grown with octadecylsulfate alongside compound; Potency, µM (titrated, usually from 57.1 µM), for the others: at the top dose activity change, negative = inhibition; 71,000 tested, 2% active;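 note: potency is the fitted concentration of half-maximal effect; % is set by controls: 0 for no effect and ±100 for the full control effect; actives lower thioflavin S fluorescence by blocking filaments or displacing dye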
#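 His-tagged recombinant human tau (exons 2, 3 and 10 included), 1 uM, was induced to fibrillize by 30 uM sodium octadecylsulfate with compound present. After 15 h at 37 C, thioflavine S fluorescence (ex 450, em 510 nm) was read.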
# Fluorescein fluor – compound autofluorescence in fluorescein spectral region. Compound autofluorescence, 480/540 nm, fluorescein-equivalent; active compounds read high. max fluorescein-equivalent concentration, M. 59,000 tested, 0.91% active. AID 593; in the data active = max fluorescein-equivalent concentration above about 10 nM; inconclusive = between about 1.1 nM and that limit
#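 Each compound is tested across a concentration series in 100 mM Tris buffer at pH 8.0. After 15 min at room temperature, plates are imaged with 480 nm excitation and 540 nm emission filters, and intensities are converted to fluorescein-equivalent values.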
# Caspase-7 inhib – blocks human caspase-7 allosterically or competitively; P55210; 75,000 tested, 0.02% active; Potency, µM (doses to about 57.5 µM), inactives show at the highest dose activity change, negative = inhibition, usual class: inhibitors; AID 889; recombinant caspase-7, Ac-DEVD-AFC fluorescence rate; active = well fitted inhibition curve with a large enough effect in the main read-out, with a control signal flat, not every such curve was filed as active; inconclusive = small, poorly fitted or top-dose-only effect, or a change in a side signal; note: potency is the fitted concentration of half-maximal effect; % of control where 0% means no effect
# Texas Red fluor – compound fluoresces in the Texas Red spectral region | Compound fluorescence, Texas Red channel, 547/618 nm; active compounds read high | max dye-equivalent concentration, M | 59,000 tested, 0.06% active | AID 587; in the data active = max dye-equivalent concentration above about 10 nM; inconclusive = between about 1.1 nM and that limit
#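 Spectral interference profiling: each compound concentration's relative fluorescence, read with a 547 nm excitation and 618 nm emission filter pair, was normalized to a per-plate Texas Red standard curve.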
# Numbers without * were called inactive; i = inactive; u = inconclusive; x = not tested or not shown; [ ] = dose if it differs, or a comment. Unless noted, calls come from the whole dose curve; as a rule, active = well fitted curve in the direction sought with a large enough effect; inconclusive = small, poorly fitted or top-dose-only effect, or another doubt; inactive = no such curve, though single readings can be large; an effect the other way counts as inactive or inconclusive. A portion of the library; count on the stated rates, not on these rows.
SMILES,Casp1 inh,HADH2 inh,Rhodamine autofl,ERK AVP inh,Luciferase inh,USP2a inh,HEK293 cAMP cs,Tau filament bind,Fluorescein fluor,Caspase-7 inhib,Texas Red fluor
CC(C)c1cc(C(=O)N2CCN(C(c3ccccc3)c3ccccc3)CC2)no1,-1%,-9%,i,2%,0%,-5%,-6%,0%,i,0%,i
Cc1ccc(NCc2nnc(SCC(=O)N3CCc4ccccc43)n2C)cc1,-2%,1%,i,-19%,0%,14%,9%,6%,i,0%,i
CC(C)NC(=O)N1CCCC2(CCN(C(=O)c3csnn3)CC2)C1,-3%,2%,i,6%,4%[11.4 µM],u,-9%,-4%,i,-1%,i
CC(C)CN1CCC2(CC1)CCN(C(=O)c1cccc(F)c1)CC2,-3%,10%,i,-19%,-1%[11.4 µM],5%,6%,1%,i,1%,i
CCOc1ccc(NC2=NC(C(=O)NCc3ccccc3)CC(=O)N2)cc1 (configuration not stated),0%,0%,i,-5%,0%,4%,1%,6%,i,-1%,i
COCCNC(C)C(=O)C12CC3CC(CC(C3)C1)C2 (configuration not stated),-1%,7%,i,-1%,0%,-2%,12%,-18%,u,-2%,i
O=C(O)c1ccc(S(=O)(=O)c2ccc3c(c2)C(=O)N(CC2CCCO2)C3=O)cc1 (configuration not stated),-2%,-4%,x,-9%,-2%,-3%,20µM*,-2%,x,-1%,x
CCOC(=O)N1CCN(Cc2oc(CO)cc(=O)c2O)CC1,3%,-4%,i,-10%,2%,-7%,-3%,9%,i,3%,u
Cc1c(C(=O)O)oc2ccc(S(=O)(=O)N(CC(C)C)CC(C)C)cc12,1%,1%,i,11%,0%,-22%,4%,-15%,i,-6%,u
CNC(=O)CC(C(=O)O)c1ccc(OCC(C)C)cc1 (configuration not stated),1%,9%,i,1%,3%,x,6%,-10%,i,2%,u
Cc1ccc(O)c(-c2cc(-c3ccccc3C)[nH]n2)c1,-5%,-5%,i,1%,-3%,u,5%,25µM*,i,-12%,i
CCc1nnc(NC(=O)C(NS(=O)(=O)c2ccc3c(c2)OCCO3)C(C)C)s1 (configuration not stated),0%,u,i,-8%,2%,2%,-14%,1%,i,0%,i
O=C(Nc1ccccc1)c1ccc(S(=O)(=O)N2CCCCC2)cc1,-2%,-4%,x,x,2%,x,15%,2%,x,1%,x
O=C(c1cccc(F)c1)n1nnc2ccccc21,0%,-23%,i,-4%,0%,1%,1%,11%,i,-1%,i
CCCn1c(=O)c2ccccc2n2c(SCC(=O)NCc3cccs3)nnc12,-1%,-16%,i,u,0%,4%,20µM*,-2%,i,-1%,i
COc1ccc2c(c1OC)C(=O)N(c1cccc(C)c1)C2,0%,7%,i,-20%,7.9µM*,7%,20%,4%,i,-5%,u
CC(C)=CCC/C(C)=C/CO/N=C1/C[C@@H](O)[C@@H](O)[C@@H]2[C@H]3C(=O)N(c4ccc(F)cc4F)C(=O)[C@@H]3CC[C@@H]12,-1%[11.5 µM],6%[11.4 µM],x,7%[11.5 µM],-1%[11.4 µM],x,-21%[11.4 µM],x,x,1%[11.5 µM],x
O=C(CCS(=O)(=O)c1cccs1)N1CCN(c2ccc(F)cc2)CC1,1%,4%,i,19%,-2%,1%,4%,7%,i,3%,i
COc1cccc(-c2nnc(SCC(=O)N3CCCC3=O)n2-c2ccccc2)c1,2%,9%,i,-18%,-1%,6%,u,9%,u,-1%,u
CCn1c(SCC(=O)Nc2cc(C)on2)nc2c1c(=O)n(C)c(=O)n2C,0%,18%,i,-23%,-1%,0%,3%,-8%,i,-1%,i
CC(C)(C)NC(=O)C1CCN(C(=O)c2ccc(Br)cc2)CC1,1%,4%,i,-7%,1%,3%,4%,-6%,i,1%,i
O=C(NCc1ccc2c(c1)OCO2)c1cc(-c2ccccc2)on1,-1%,-1%,i,9%,0%,-2%,24%,77%,i,1%,i
COc1ccc(Oc2ncc3nc(-c4ccc(OC)cc4)c(=O)n(CCC#N)c3n2)cc1,u,10%,i,-6%,0%[11.4 µM],6%,u,35%,i,u,i
O=C(O)CSCNC(=O)CC12CC3CC(CC(C3)C1)C2,-1%,-1%,i,11%,0%,4%,22%,-3%,i,2%,i
CCOC(=O)N1CCC(NC(=O)c2cc(C(=O)NCc3cccc(Cl)c3)ccc2CO)CC1,0%,8%,i,1%,0%,13%,17%,129%,i,-1%,i

# Next part; it opens with the two that closed the last part.
SMILES,Casp1 inh,HADH2 inh,Rhodamine autofl,ERK AVP inh,Luciferase inh,USP2a inh,HEK293 cAMP cs,Tau filament bind,Fluorescein fluor,Caspase-7 inhib,Texas Red fluor
O=C(O)CSCNC(=O)CC12CC3CC(CC(C3)C1)C2,-1%,-1%,i,11%,0%,4%,22%,-3%,i,2%,i
CCOC(=O)N1CCC(NC(=O)c2cc(C(=O)NCc3cccc(Cl)c3)ccc2CO)CC1,0%,8%,i,1%,0%,13%,17%,129%,i,-1%,i
Cc1cc2cc(CN(CCN3CCOCC3)C(=O)Nc3ccccc3F)c(=O)[nH]c2cc1C,-1%,-8%,i,1%,-1%,x,21%,4%,i,2%,i
CC(=O)Nc1ccc(OCC(O)CN2CCN(c3ccc(C)c(Cl)c3)CC2)cc1 (configuration not stated),3%,10%,i,-1%,-1%,27%,3%,12%,u,-1%,i
O=S(=O)(c1ccccc1)N1CCC[C@@]2(CCN(c3ncccn3)C2)C1,-4%,3%,i,-17%,1%[11.4 µM],14%,15%,3%,i,-4%,i
Cc1nn2c(NCCCN3CCOCC3)c3c(nc2c1-c1ccccc1)CCC3,1%,67%[activator],i,-2%,2%,0%,-17%,-1%,i,-1%,i
COc1ccc(C(=O)Nc2cc(C)on2)cc1,-2%,-1%[11.4 µM],x,-7%,10µM*,4%[7.66 µM],2%[11.4 µM],-3%[11.4 µM],x,-1%,x
CCCC(=O)Nc1cccc(NC(=O)CN2CCN(c3ccccc3OC)CC2)c1,-2%,9%,i,-11%,3%,63%[activator],-1%,-2%,i,1%,i
CCOc1ccc(-c2csc(NC(=O)C3CCCO3)n2)cc1 (configuration not stated),-2%,0%,i,u,-15%,7%,12%,16%,i,1%,i
O=C(Cn1cnc2c(nnn2-c2ccc(F)cc2)c1=O)N1CCCc2ccccc21,-10%,3%,i,3%,-1%,32%[activator],7%,13%,i,-7%,i
O=C(NCC(c1cccnc1)N1CCOCC1)c1ccco1 (configuration not stated),-4%,3%,i,27%,-3%,0%,3%,6%,i,1%,i
CN(C)c1cc2c(Nc3ccc4c(cnn4Cc4ccccc4)c3)ncnc2cn1,2%,4%,i,u,-3%,-2%,-6%,20%,u,2%,i
c1ccc(OCc2nc3ccccc3s2)cc1,1%,0%,i,47%[activator],13µM*,-2%,20%,5%,i,-1%,i
Clc1ccc([C@H](Cn2ccnc2)OCc2csc3c(Cl)cccc23)c(Cl)c1,-12%[25.7 µM],1%[25.6 µM],i,-13%[25.7 µM],-6%[25.5 µM],14%[17.1 µM],9%[25.6 µM],28%[25.6 µM],u,0%[25.7 µM],i
COc1ccc(C(NC(=O)CNC(C)=O)C(=O)Nc2ccc3c(c2)OCCO3)cc1 (configuration not stated),-1%,5%,i,-9%,0%,4%,u,-17%,i,-10%,i

# Copied from the list:
# COc1ccc(C(=O)Nc2cc(C)on2)cc1 @ Tau filament bind: -3%[11.4 µM]
# O=S(=O)(c1ccccc1)N1CCC[C@@]2(CCN(c3ncccn3)C2)C1 @ USP2a inh: 14%
# Clc1ccc([C@H](Cn2ccnc2)OCc2csc3c(Cl)cccc23)c(Cl)c1 @ Tau filament bind: 28%[25.6 µM]

# As a short view, part of the list above.
SMILES,Casp1 inh,HADH2 inh,Rhodamine autofl,ERK AVP inh,Luciferase inh,USP2a inh,HEK293 cAMP cs,Tau filament bind,Fluorescein fluor,Caspase-7 inhib,Texas Red fluor
c1ccc(OCc2nc3ccccc3s2)cc1,1%,0%,i,47%[activator],13µM*,-2%,20%,5%,i,-1%,i
Clc1ccc([C@H](Cn2ccnc2)OCc2csc3c(Cl)cccc23)c(Cl)c1,-12%[25.7 µM],1%[25.6 µM],i,-13%[25.7 µM],-6%[25.5 µM],14%[17.1 µM],9%[25.6 µM],28%[25.6 µM],u,0%[25.7 µM],i
COc1ccc(C(NC(=O)CNC(C)=O)C(=O)Nc2ccc3c(c2)OCCO3)cc1 (configuration not stated),-1%,5%,i,-9%,0%,4%,u,-17%,i,-10%,i

# Screening results: PubChem, National Center for Advancing Translational Sciences (NCATS)
